Source: PubChem BioAssay
Growth percent in the NCI-60 one-dose screen (48 h, 10 µM unless noted): 100 = growth as untreated, 0 = no growth, -100 = all killed.
TK-10 – TK-10 renal cancer cells; actives 3.9% (n = 81,000)
SW-620 – SW-620 colon cancer; actives 5.2% (n = 82,000); AID 1794795
HCC-2998 – HCC-2998 colon cancer | actives 4.7% (n = 79,000)
HT29 – HT29 colon cancer | actives 7.4% (n = 81,000) | AID 1794748
HCT-15 – HCT-15 colon cancer | actives 5.2% (n = 82,000) | AID 1794746
HCT-116 – HCT-116 colon cancer | actives 7.3% (n = 82,000) | AID 1794798
UO-31 – UO-31 renal cancer; AID 1794768; actives 5.2% (n = 81,000)
786-0 – 786-0 renal cancer cells | actives 5.1% (n = 81,000)
SN12C – SN12C renal cancer cells | actives 3.8% (n = 81,000)
* = called active by the depositor; / = not tested or not shown; & = joins results of further samples; [ ] = dose if it differs, or a comment. How the source made its calls: active means growth percent below 10; inactive means the rest.

Sample of the layout, 14 compounds:
no.	SMILES	TK-10	SW-620	HCC-2998	HT29	HCT-15
1	COc1cc(-c2noc(CSc3nc4ccccc4s3)n2)cc(OC)c1OC	128	96	101	102	88
2	Cn1ccnc1C(=O)/C=C/c1ccc(C(=O)Nc2nccs2)cc1	110	91	112	86	74
3	COc1ccc(N2N=C(c3ccc4c(c3)OCCO4)CC2c2cccc(NC(=O)CCCNS(=O)(=O)c3ccc(Cl)cc3)c2)cc1 (stereo not given)	91	104	89	93	74
4	COc1cc(NC(=O)Nc2cnc(Cl)nc2Oc2cccc(C(F)(F)F)c2)cc(OC)c1	111	103	98	93	104
5	FC(F)(F)c1ccc(-c2cnc(-c3ncon3)nc2NC2CCCCCC2)cc1	82	70	90	56	80
6	O=c1cc(OCCSC(=S)N2CCOCC2)c2ccccc2o1	89	93	91	90	95
7	COC1=CC(=NCCC(=O)O)C[C@@H](C)[C@]12Oc1c(Cl)c(OC)cc(OC)c1C2=O	93	104	103	87	105
8	O=C(O)COc1ccc2ccccc2c1	100	102	103	109	104
9	CCN(CC)C(=S)Sc1nc2ccccc2s1	119	121	106	110	96
10	Nc1ccn(C2CC=C(CO)O2)c(=O)n1 (stereo not given)	98	95	117	99	102
11	CSC(SC)=C(C#N)c1nc2ccccc2s1	112	82	82	97	62
12	O=C1Nc2ccccc2/C1=C/c1cn(C[C@@H](O)Cn2c3ccccc3c(=O)c3ccccc32)c2ccccc12	91	79	76	78	74
13	CN(C)c1ccc(/C=C2\C=C(c3ccccc3)N(CCc3ccccc3)C2=O)cc1	89	61	75	78	83
14	COc1cc(-c2nc3sccn3c2-c2ccnc(NCCNS(=O)(=O)c3ccc(F)cc3)n2)ccc1F	20	27	43	11	13

no.	HCT-116	UO-31	786-0	SN12C
1	95	66	99	90
2	72	66	93	88
3	86	73	73	78
4	90	93	98	97
5	57	58	84	60
6	97	67	95	87
7	106	90	101	93
8	98	88	101	97
9	80	73	113	95
10	84	115	102	97
11	14	52	62	35
12	58	30	86	74
13	42	61	49	90
14	6.6*	-11*	31	15

The listing, from the start:
no.	SMILES	TK-10	SW-620	HCC-2998	HT29	HCT-15
1	COc1cc(-c2noc(CSc3nc4ccccc4s3)n2)cc(OC)c1OC	128	96	101	102	88
2	Cn1ccnc1C(=O)/C=C/c1ccc(C(=O)Nc2nccs2)cc1	110	91	112	86	74
3	COc1ccc(N2N=C(c3ccc4c(c3)OCCO4)CC2c2cccc(NC(=O)CCCNS(=O)(=O)c3ccc(Cl)cc3)c2)cc1 (stereo not given)	91	104	89	93	74
4	COc1cc(NC(=O)Nc2cnc(Cl)nc2Oc2cccc(C(F)(F)F)c2)cc(OC)c1	111	103	98	93	104
5	FC(F)(F)c1ccc(-c2cnc(-c3ncon3)nc2NC2CCCCCC2)cc1	82	70	90	56	80
6	O=c1cc(OCCSC(=S)N2CCOCC2)c2ccccc2o1	89	93	91	90	95
7	COC1=CC(=NCCC(=O)O)C[C@@H](C)[C@]12Oc1c(Cl)c(OC)cc(OC)c1C2=O	93	104	103	87	105
8	O=C(O)COc1ccc2ccccc2c1	100	102	103	109	104
9	CCN(CC)C(=S)Sc1nc2ccccc2s1	119	121	106	110	96
10	Nc1ccn(C2CC=C(CO)O2)c(=O)n1 (stereo not given)	98	95	117	99	102
11	CSC(SC)=C(C#N)c1nc2ccccc2s1	112	82	82	97	62
12	O=C1Nc2ccccc2/C1=C/c1cn(C[C@@H](O)Cn2c3ccccc3c(=O)c3ccccc32)c2ccccc12	91	79	76	78	74
13	CN(C)c1ccc(/C=C2\C=C(c3ccccc3)N(CCc3ccccc3)C2=O)cc1	89	61	75	78	83
14	COc1cc(-c2nc3sccn3c2-c2ccnc(NCCNS(=O)(=O)c3ccc(F)cc3)n2)ccc1F	20	27	43	11	13
15	COc1ccc(C(=O)c2c(N)c(C#N)cn2Cc2ccccc2OC)cc1	98	107	103	116	96

no.	HCT-116	UO-31	786-0	SN12C
1	95	66	99	90
2	72	66	93	88
3	86	73	73	78
4	90	93	98	97
5	57	58	84	60
6	97	67	95	87
7	106	90	101	93
8	98	88	101	97
9	80	73	113	95
10	84	115	102	97
11	14	52	62	35
12	58	30	86	74
13	42	61	49	90
14	6.6*	-11*	31	15
15	98	88	95	100

Carrying on.
no.	SMILES	TK-10	SW-620	HCC-2998	HT29	HCT-15
16	CN(C)c1oc(C(=O)NCc2ccccc2)nc1C#N	102	103	106	108	107
17	CC(C)c1ccc([N+](=O)[O-])cc1	101	92	98	105	102
18	Nc1ccc2c(c1)C(=O)c1ccc(Br)cc1-2	105	104	104	111	100
19	O=C1c2cccc3c(N4CCCCC4)ccc(c23)C(=O)N1c1cccc(-c2nn(-c3ccccc3)cc2-c2nc3ccccc3s2)c1	119	99	121	102	99
20	COc1cc(NC(=O)c2cncnc2Nc2ccc3c(ccn3Cc3cccc(F)c3)c2)cc(OC)c1	77	30	73	20	34
21	COc1ccc(S(=O)(=O)n2cc(C=O)c3ccccc32)cc1OC	105	87	109	113	76
22	COc1cc2c(cc1OC)C(=O)C(CC1CCN(C(=O)Nc3ccc(C)cc3)CC1)C2 (stereo not given)	116	95	116	107	95
23	O=C1/C(=C/c2ccc3c(c2)OCO3)SC(=S)N1C1c2ccccc2Oc2ccccc21	101	103	80	117	93
24	COc1ccc(C2=C(C#N)C3(C(=O)Nc4ccc(Cl)cc43)c3c(-c4ccc(Cl)cc4)nn(-c4ccccc4)c3N2)cc1 (stereo not given)	55	60	51	25	26
25	Clc1ccc(C2=NN(c3cc(Cl)cc(Cl)c3)C(c3cccc(Nc4ccnc5cc(Cl)ccc45)c3)C2)cc1 (stereo not given)	87	99	93	84	82
26	Oc1c(Cl)cc(Cl)cc1/C=N/c1nc(-c2ccc(Cl)cc2)cs1	119	101	100	103	90
27	CC[C@@H](CO)Nc1ccc2ncc(C#Cc3cncc(C(=O)Nc4ccc(CN5CCN(C)CC5)c(C(F)(F)F)c4)c3)n2n1	-53*	-45*	-43*	-51*	-33*
28	COc1ccc2nc3cc(Cl)ccc3c(N3CCN(c4nccc(Oc5ccccc5)n4)CC3)c2c1	64	98	89	78	78
29	Nc1cccc(N)n1.[Cu+2]	104	98	105	97	106
30	COc1ccc(C(=O)c2ccc(OC)cc2)cc1	104	100	116	107	98

no.	HCT-116	UO-31	786-0	SN12C
16	113	96	109	100
17	103	87	106	105
18	98	66	112	89
19	89	65	104	98
20	44	38	81	67
21	87	63	112	96
22	97	60	101	92
23	93	74	98	/
24	35	27	51	52
25	86	79	95	93
26	87	61	98	91
27	-92*	-86*	-97*	-55*
28	61	58	81	89
29	96	92	121	102
30	102	80	99	106

Additional entries
no.	SMILES	TK-10	SW-620	HCC-2998	HT29	HCT-15
31	COc1ccc(-c2nn(-c3ccccc3)cc2/C=C2\SC(=S)N(C)C2=O)cc1	111	98	115	100	101
32	Cc1occc1-c1n[nH]c(=S)n1N1C(=O)CSC1=S	99	95	112	105	101
33	N#Cc1c(-c2cccs2)cc(-c2cnccn2)nc1SCC(=O)Nc1ccc(F)cc1	101	98	117	112	102
34	Clc1ccc(Nc2scc3[n+]2CCC3)cc1	111	97	104	106	93
35	CCCc1cc(=O)n2c(C(=O)Nc3cccc(C(=O)OCC)c3)c(C(=O)Nc3ccc(F)cc3)sc2n1	45[30 µM]	56[30 µM]	/	67[30 µM]	66[30 µM]
36	O=C(c1nn(-c2ccccc2)c2c1CC(NCCc1ccc(F)cc1)CC2)N1CCCCC1 (stereo not given)	98	95	95	67	91
37	O=C(CI)NC1Oc2ccccc2-c2oc(=O)c(-c3ccccc3)cc21 (stereo not given)	-73*	-48*	78	-55*	-83*
38	COc1ccc2c(c1)CCCC21C(=O)Nc2ccc(C(F)(F)F)cc21 (stereo not given)	119	106	110	92	94
39	Cc1ccc(S(=O)(=O)Nc2ccc(-c3cc(-c4ccccc4F)c(C#N)c(=O)[nH]3)cc2)cc1	139	85	105	92	72
40	Cc1c(C)c(Cl)c(C)c(C)c1Cl	92	114	102	97	106
41	CC(=O)Nc1ccc(O)c2ccccc12	101	104	93	92	99
42	CC(=O)C(C)(C)Cc1cc(C(C)(C)CC=O)on1	97	103	104	108	110
43	Oc1cccc(-c2nc3sccn3c2-c2ccccc2)c1	109	95	104	113	91
44	CC(C)(C)c1nc2ccccc2[nH]1	/	104	101	103	102
45	Cc1ccc[n+](CCc2ccccc2)c1	105	100	98	97	107

no.	HCT-116	UO-31	786-0	SN12C
31	92	87	101	95
32	105	78	100	99
33	97	64	94	95
34	96	81	95	98
35	18[30 µM]	16[30 µM]	15[30 µM]	29[30 µM]
36	79	57	88	99
37	-38*	-95*	-79*	-71*
38	91	81	102	100
39	22	68	97	86
40	102	90	100	105
41	87	87	109	107
42	106	94	103	94
43	92	47	104	89
44	88	97	101	99
45	98	96	97	103

Additional records follow:
no.	SMILES	TK-10	SW-620	HCC-2998	HT29	HCT-15
46	COC(=O)[C@H](Cc1ccccc1)n1cc(COc2nc(Cl)nc(N3CCOCC3)n2)nn1	107	107	101	97	99
47	CC(C)(C)NC(=S)NC(C)(C)C	114	101	96	104	99
48	Cn1c(=O)c2c(ncn2CCC(=O)Nc2ccc(S(=O)(=O)Nc3ncccn3)cc2)n(C)c1=O	89	110	103	87	105
49	COc1cc(C2CC(O)(c3ccc(Cl)nc3)C(C(=O)c3ccc(Cl)nc3)C(c3cc(OC)c(OC)c(OC)c3)C2C(=O)c2ccc(Cl)nc2)cc(OC)c1OC (stereo not given)	86	97	106	91	90
50	Cc1ccc(C2(c3ccc(C)cc3)OC(=O)c3cc([N+](=O)[O-])c([N+](=O)[O-])cc32)cc1	104	94	109	69	76
51	N#Cc1c(-c2ccccc2)cc(-c2ccccc2)n(CCC(=O)NO)c1=O	136	100	108	109	93
52	NC(=S)N/N=C/C=C/c1ccco1	112&107	101&106	100&104	106&106	100&101
53	CCCc1cc2c(=O)c(C(=O)OC)c[nH]c2cc1N(CC)CC	101	114	104	110	96
54	CN(NC(=O)c1cnccn1)c1nc2cc(F)ccc2n2cccc12	65	61	67	40	33
55	COc1ccc(N2C(=N)C(=S)N(c3ccc(OC)cc3)C2=O)cc1	92	109	101	94	90
56	O=C1c2cccc3cccc(c23)C(=O)N1Nc1nc(N2CCN(Cc3ccccc3)CC2)nc(-n2cnc3ccccc32)n1	113	101	105	108	92
57	O=C(Cc1ccc(/C=C/C(=O)c2ncc[nH]2)cc1)NC1CCCCC1	98	34	90	24	35
58	COc1ccc2nc(-c3ccc(OC)c(OC)c3)cc(-c3nnc(SC/C(=N/O)c4ccccc4)o3)c2c1	57	97	98	91	87

no.	HCT-116	UO-31	786-0	SN12C
46	101	87	101	98
47	93	81	94	94
48	119	89	108	94
49	91	73	101	92
50	76	82	99	109
51	96	78	99	98
52	105&89	88&89	102&109	105&99
53	96	83	101	95
54	54	45	70	65
55	97	72	103	93
56	96	35	92	89
57	71	54	78	78
58	77	65	80	91
